CHOP UPR activ: apoptotic UPR (CHOP) activation; CHO-CHOP luciferase reporter, luminescence; percent of tunicamycin response over DMSO baseline; 330,000 tested, 0.34% active; activation, % at 10 µM;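 active = at 10 µM dose, activation of 40% or more, normalized to positive control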;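 note: 100% = tunicamycin at 10 µg/mL and 0% = DMSO alone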
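Dosing – one dose, 10 µM in 0.5% DMSO · System – CHO-CHOP cells, stable luciferase reporter of PERK-eIF2a-CHOP signalling · Input – 500 cells/well · Control set – tunicamycin 10 µg/mL final as positive, DMSO-only wells as negative · Timing – 6 h compound treatment, 37 °C · Measure – % activation vs tunicamycin · Technique – luminescence read with Steady-Glo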
TIM10 inh: growth inhibitors of TIM10 yeast strain; S. cerevisiae TIM10 strain growth, BacTiter-Glo luminescence, 24 h; inhibition, % at 10 µM; 330,000 tested, 1.4% active;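 active = inhibition of 40% or more at the single tested concentration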;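 note: wild-type TIM10 isogenic control strain grown at permissive 25 °C; 0% = DMSO yeast wells and 100% = minimal medium wells without yeast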
tim10-1 inh: growth inhibitors of tim10-1 mutant yeast; inhibition, % at 20 µM; AID 463190; S. cerevisiae tim10-1 ts strain growth, BacTiter-Glo, 24 h; 330,000 tested, 2.2% active;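 active = inhibition of at least 40%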;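 note: mutant grown at 25 °C; 0% = DMSO wells with yeast and 100% = wells holding no yeast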
UPR XBP1 act: activators of adaptive arm of unfolded protein response (XBP1). AID 463104. CHO-XBP1 luciferase reporter, IRE1-XBP1 UPR activation, luminescence; percent of tunicamycin response, DMSO as zero. 330,000 tested, 0.33% active. activation, % at 20 µM;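 active = versus positive control, 20 µM dose yields 30% or more activation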;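 note: 100% = tunicamycin at 10 µg/mL and 0% = DMSO only wells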
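Assay system: CHO-XBP1 luciferase reporter cells; Schedule: 6 h treatment, 37 °C; Detection: glow luminescence from Steady-Glo reagent; Benchmarks: high control tunicamycin 10 µg/mL final, low control DMSO vehicle only.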
Mdm2 MdmX PPI: human Mdm2/MdmX binding inhibition; SaOS-2 split-luciferase Mdm2/MdmX complementation, luminescence; inhibition, % at 8 µM; 330,000 tested, 3% active;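 active = inhibition of at least 50% at 8 µM in the primary screen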
Target sequence (O15151 whole entry, looked up): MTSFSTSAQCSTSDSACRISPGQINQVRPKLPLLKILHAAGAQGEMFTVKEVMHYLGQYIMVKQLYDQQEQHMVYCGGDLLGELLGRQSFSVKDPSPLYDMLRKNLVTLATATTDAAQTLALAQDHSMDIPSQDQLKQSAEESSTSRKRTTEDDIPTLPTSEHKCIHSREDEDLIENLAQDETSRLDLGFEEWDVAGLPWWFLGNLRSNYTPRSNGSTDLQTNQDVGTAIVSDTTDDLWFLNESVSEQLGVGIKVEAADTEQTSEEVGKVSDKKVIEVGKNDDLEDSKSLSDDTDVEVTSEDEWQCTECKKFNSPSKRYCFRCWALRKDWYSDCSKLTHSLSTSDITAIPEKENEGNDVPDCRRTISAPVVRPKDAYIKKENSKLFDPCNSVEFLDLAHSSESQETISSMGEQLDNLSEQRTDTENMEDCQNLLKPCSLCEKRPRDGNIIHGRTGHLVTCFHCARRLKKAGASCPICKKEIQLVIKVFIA
Target sequence (Q00987 whole entry, looked up): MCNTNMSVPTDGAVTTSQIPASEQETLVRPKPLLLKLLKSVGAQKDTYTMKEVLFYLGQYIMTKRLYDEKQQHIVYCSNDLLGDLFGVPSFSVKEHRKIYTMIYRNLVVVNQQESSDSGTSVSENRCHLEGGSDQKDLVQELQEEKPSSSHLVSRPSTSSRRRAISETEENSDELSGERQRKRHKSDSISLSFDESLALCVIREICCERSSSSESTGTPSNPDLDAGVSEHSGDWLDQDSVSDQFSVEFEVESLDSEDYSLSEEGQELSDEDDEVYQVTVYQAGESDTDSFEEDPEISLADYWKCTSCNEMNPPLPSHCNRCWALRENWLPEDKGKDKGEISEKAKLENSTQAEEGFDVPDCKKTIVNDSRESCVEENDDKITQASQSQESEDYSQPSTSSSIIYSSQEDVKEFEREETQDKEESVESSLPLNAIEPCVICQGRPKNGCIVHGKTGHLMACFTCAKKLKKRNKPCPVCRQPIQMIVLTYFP
tim23-1 inh: tim23-1 yeast growth inhibition; S. cerevisiae tim23-1 growth, BacTiter-Glo luminescence, 24 h; inhibition, % at 20 µM; 330,000 tested, 1.3% active;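 active = growth inhibition of the mutant yeast at or above 50%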;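 note: temperature-sensitive mutant grown at 25 °C; plate controls were DMSO-treated mutant yeast for no effect and medium wells lacking yeast for full effect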
Jurkat NFkB inh: inhibitors of the PMA/ionomycin-induced NF-kB reporter in Jurkat cells; PMA/ionomycin-induced NF-kB luciferase reporter, luminescence; inhibition, % at 4 µM; 330,000 tested, 0.53% active; in the data active = inhibition above about 50%
697 NFkB inh: lowers PMA/ionomycin-induced NF-kB signal in 697 B cells; inhibition, % at 4 µM; AID 435022; 697 B-cell NF-kB luciferase reporter, 16 h; 330,000 tested, 0.33% active; in the data active = inhibition above about 35%
* hit, by the source's call.

Screening CCCOC(=O)/C=C/c1c(C)[nH]c(=O)[nH]c1=O returned CHOP UPR activ 1.5, TIM10 inh 4, tim10-1 inh 5, UPR XBP1 act 1, Mdm2 MdmX PPI -11, tim23-1 inh 8, Jurkat NFkB inh -11 and 697 NFkB inh -13.
For COCc1c(C(=O)Nc2nc(C)cs2)oc2ccccc12 the results were CHOP UPR activ 1.2, TIM10 inh 14, tim10-1 inh -12, UPR XBP1 act 5, Mdm2 MdmX PPI -16, tim23-1 inh 28, Jurkat NFkB inh -18 and 697 NFkB inh -13.
For CN(C(=O)COC(=O)/C=C/c1ccc(C(F)(F)F)cc1)c1c(N)n(Cc2ccccc2)c(=O)[nH]c1=O the results were CHOP UPR activ -0.3, TIM10 inh 10, tim10-1 inh 11, UPR XBP1 act -2, Mdm2 MdmX PPI -14, tim23-1 inh 15, Jurkat NFkB inh 16 and 697 NFkB inh 9.
COc1ccc(OC)c(C2C(C(C)=O)=C(O)C(=O)N2c2ccc(F)cc2)c1 (centres undefined) was read as CHOP UPR activ -1.4, TIM10 inh -10, tim10-1 inh 3, UPR XBP1 act 0, Mdm2 MdmX PPI 3, tim23-1 inh 13, Jurkat NFkB inh 0 and 697 NFkB inh -9.
`CCN=C(NS(=O)(=O)c1ccc(Br)cc1)c1ccc(Cl)cc1` gave CHOP UPR activ -0.3, TIM10 inh 6, tim10-1 inh 1, UPR XBP1 act -4, Mdm2 MdmX PPI -9, tim23-1 inh 13, Jurkat NFkB inh 1 and 697 NFkB inh 14.
For CSc1ncccc1C(=O)OCC(=O)NC1CCCCC1 the results were CHOP UPR activ 1.6, TIM10 inh 0, tim10-1 inh 7, UPR XBP1 act -1, Mdm2 MdmX PPI 2, tim23-1 inh 11, Jurkat NFkB inh 23 and 697 NFkB inh 21.
CCCSc1nc2c(c(=O)n(C)c(=O)n2C)n1C was read as CHOP UPR activ -0.8, TIM10 inh -9, tim10-1 inh 3, UPR XBP1 act 1, Mdm2 MdmX PPI 12, tim23-1 inh -4, Jurkat NFkB inh -13 and 697 NFkB inh 12.
`COc1cccc(NC(=O)CN(C)C(C)C(=O)NC(=O)NC2CCCCC2)c1` (centres undefined) gave CHOP UPR activ 0.2, TIM10 inh 4, tim10-1 inh 9, UPR XBP1 act -5, Mdm2 MdmX PPI -1, tim23-1 inh 25, Jurkat NFkB inh -20 and 697 NFkB inh 8.
`CCc1nnc(NC(=O)c2ccc(NC(=O)C(C)C)cc2)s1` gave CHOP UPR activ 0.4, TIM10 inh 13, tim10-1 inh 0, UPR XBP1 act -2, Mdm2 MdmX PPI 12, tim23-1 inh -1, Jurkat NFkB inh -20 and 697 NFkB inh -15.
Screening CCCCc1nc2n[nH]c(N)c2c2c1CCC2 returned CHOP UPR activ -0.6, TIM10 inh -10, tim10-1 inh 1, UPR XBP1 act 0, Mdm2 MdmX PPI 31, tim23-1 inh 10, Jurkat NFkB inh -15 and 697 NFkB inh 8.
For COc1ccc(C(=O)Nc2ccc(S(=O)(=O)N3CCCCC3)cc2)cc1 the results were CHOP UPR activ -0.5, TIM10 inh 61*, tim10-1 inh 48*, UPR XBP1 act 0, Mdm2 MdmX PPI -3, tim23-1 inh 43, Jurkat NFkB inh 3 and 697 NFkB inh -52.
O=c1c([N+](=O)[O-])c(NC2CCCCC2)c2ccccc2n1-c1ccccc1 was read as CHOP UPR activ -2.0, TIM10 inh 9, tim10-1 inh -1, UPR XBP1 act -3, Mdm2 MdmX PPI -11, tim23-1 inh 8, Jurkat NFkB inh 11 and 697 NFkB inh -11.
O=C(CCC(=O)c1ccc(Cl)cc1)OCc1nc2ccsc2c(=O)[nH]1 was read as CHOP UPR activ -0.9, TIM10 inh -16, tim10-1 inh -11, UPR XBP1 act -4, Mdm2 MdmX PPI 23, tim23-1 inh 1, Jurkat NFkB inh 25 and 697 NFkB inh 9.
Screening CC(/C=C/c1ccccc1)=N\NC(=O)Cn1cncn1 returned CHOP UPR activ -2.6, TIM10 inh 12, tim10-1 inh -10, UPR XBP1 act 1, Mdm2 MdmX PPI -9, tim23-1 inh -4, Jurkat NFkB inh 4 and 697 NFkB inh -14.
O=C(c1ccco1)N1N=C(c2ccc(Cl)cc2)CC1(O)C(F)(F)F (centres undefined) was read as CHOP UPR activ 1.0, TIM10 inh 9, tim10-1 inh 17, UPR XBP1 act 1, Mdm2 MdmX PPI 7, tim23-1 inh 15, Jurkat NFkB inh 0 and 697 NFkB inh 5.
OCCC1CN(CC2CCCCC2)CCN1C1CCCC1 (centres undefined) was read as CHOP UPR activ -2.4, TIM10 inh 1, tim10-1 inh -15, UPR XBP1 act -7, Mdm2 MdmX PPI -15, tim23-1 inh 2, Jurkat NFkB inh 0 and 697 NFkB inh 1.
CC(C)[C@H](NC(=O)C1CC(=O)N(c2ccc3c(c2)OCCO3)C1)C(=O)NC1CCCC1 (some centres undefined) was read as CHOP UPR activ 1.4, TIM10 inh 6, tim10-1 inh 18, UPR XBP1 act -2, Mdm2 MdmX PPI 12, tim23-1 inh -5, Jurkat NFkB inh -14 and 697 NFkB inh 10.
`COc1cc(NC(=O)COc2ccc3c(C)cc(=O)oc3c2C)cc(OC)c1OC` gave CHOP UPR activ -0.8, TIM10 inh 7, tim10-1 inh 11, UPR XBP1 act -2, Mdm2 MdmX PPI 21, tim23-1 inh -1, Jurkat NFkB inh 5 and 697 NFkB inh -21.
NC1=NC(c2ccc(Br)cc2)n2c(nc3ccccc32)N1 (centres undefined) was read as CHOP UPR activ -2.8, TIM10 inh 10, tim10-1 inh 15, UPR XBP1 act -4, Mdm2 MdmX PPI 25, tim23-1 inh 9, Jurkat NFkB inh 14 and 697 NFkB inh 5.
COc1ccc(C)cc1NC(=S)N1CCN(c2ncccn2)CC1 was read as CHOP UPR activ 3.6, TIM10 inh 1, tim10-1 inh -3, UPR XBP1 act 1, Mdm2 MdmX PPI -8, tim23-1 inh 6, Jurkat NFkB inh 6 and 697 NFkB inh -10.
`COc1ccccc1NC(=O)c1ccc(S(=O)(=O)N2CCOCC2)cc1` gave CHOP UPR activ -0.4, TIM10 inh 21, tim10-1 inh 20, UPR XBP1 act -1, Mdm2 MdmX PPI -1, tim23-1 inh 13, Jurkat NFkB inh 12 and 697 NFkB inh 5.
For Cc1ccc(S(=O)(=O)N(c2nc(N(C)C)nc(N(C)C)n2)n2cnnc2)cc1 the results were CHOP UPR activ 0.6, TIM10 inh 16, tim10-1 inh 5, UPR XBP1 act -3, Mdm2 MdmX PPI 14, tim23-1 inh 18, Jurkat NFkB inh 4 and 697 NFkB inh -8.
For CCCN1C(=S)c2ccccc2C1c1ccccc1 (centres undefined) the results were CHOP UPR activ 0.8, TIM10 inh 14, tim10-1 inh 23, UPR XBP1 act -2, Mdm2 MdmX PPI 9, tim23-1 inh 25, Jurkat NFkB inh -13 and 697 NFkB inh -31.
`COc1ccc(OC)c(/C=N\NC(=O)c2cc3c(ccc4ccccc43)o2)c1` gave CHOP UPR activ 1.4, TIM10 inh -5, tim10-1 inh -2, UPR XBP1 act 0, Mdm2 MdmX PPI 0, tim23-1 inh 13, Jurkat NFkB inh 6 and 697 NFkB inh 14.
Screening O=C(c1cccc(S(=O)(=O)NCCOc2ccccc2)c1)N1CCN(c2ncccn2)CC1 returned CHOP UPR activ -2.0, TIM10 inh 9, tim10-1 inh 18, UPR XBP1 act -3, Mdm2 MdmX PPI 3, tim23-1 inh 22, Jurkat NFkB inh -6 and 697 NFkB inh -26.
Screening Cc1cccc(OCC(=O)N/N=C\c2cn(C)c3ccccc23)c1 returned CHOP UPR activ 0.7, TIM10 inh 6, tim10-1 inh 24, UPR XBP1 act 0, Mdm2 MdmX PPI 25, tim23-1 inh 43, Jurkat NFkB inh -12 and 697 NFkB inh 0.
Screening CSc1ncnc2c1cnn2-c1ccc(C)cc1C returned CHOP UPR activ 2.3, TIM10 inh -13, tim10-1 inh 4, UPR XBP1 act 0, Mdm2 MdmX PPI 3, tim23-1 inh 16, Jurkat NFkB inh -21 and 697 NFkB inh -17.
Screening CC(=O)Oc1ccccc1C(=O)Oc1ccc(/C=N/n2cnnc2)cc1 returned CHOP UPR activ 1.1, TIM10 inh -1, tim10-1 inh 17, UPR XBP1 act 1, Mdm2 MdmX PPI -11, tim23-1 inh 13, Jurkat NFkB inh 9 and 697 NFkB inh -9.
Screening CC(C)(C)c1ccc(-c2nc(C#N)c(NCCCn3ccnc3)o2)cc1 returned CHOP UPR activ 6.4, TIM10 inh 19, tim10-1 inh 17, UPR XBP1 act 2, Mdm2 MdmX PPI 29, tim23-1 inh 18, Jurkat NFkB inh 3 and 697 NFkB inh -32.
For CC(=O)c1ccccc1OCC(O)CN1CCN(CCN2C(=O)c3cccc4cccc(c34)C2=O)CC1 (centres undefined) the results were CHOP UPR activ -0.6, TIM10 inh 14, tim10-1 inh 15, UPR XBP1 act 4, Mdm2 MdmX PPI -13, tim23-1 inh 11, Jurkat NFkB inh 9 and 697 NFkB inh 3.
For O=C(NCCCn1ccnc1)c1ccc(NS(=O)(=O)c2ccc(Cl)c(Cl)c2)cc1 the results were CHOP UPR activ 0.4, TIM10 inh 3, tim10-1 inh 8, UPR XBP1 act -3, Mdm2 MdmX PPI -25, tim23-1 inh 1, Jurkat NFkB inh -8 and 697 NFkB inh -15.
For COc1ccc(CCC(=O)Nc2nc3c(s2)CN(C)CC3)cc1OC the results were CHOP UPR activ -2.0, TIM10 inh 17, tim10-1 inh 6, UPR XBP1 act -1, Mdm2 MdmX PPI -5, tim23-1 inh 13, Jurkat NFkB inh -8 and 697 NFkB inh -22.
O=C1CS/C(=N\N=C\c2ccco2)N1c1ccccc1 was read as CHOP UPR activ 1.7, TIM10 inh 3, tim10-1 inh 6, UPR XBP1 act 1, Mdm2 MdmX PPI 7, tim23-1 inh -7, Jurkat NFkB inh -19 and 697 NFkB inh 5.
For Cc1cc2nnc(SCC(=O)NCc3ccco3)n2c2ccccc12 the results were CHOP UPR activ 1.3, TIM10 inh -8, tim10-1 inh 14, UPR XBP1 act 0, Mdm2 MdmX PPI 43, tim23-1 inh 10, Jurkat NFkB inh 58* and 697 NFkB inh -20.
For CC(=O)Nc1ccc(C(=O)COC(=O)C2CC2C)c(F)c1 (centres undefined) the results were CHOP UPR activ -1.2, TIM10 inh 8, tim10-1 inh 14, UPR XBP1 act -3, Mdm2 MdmX PPI -57, tim23-1 inh 1, Jurkat NFkB inh -84 and 697 NFkB inh -14.
Screening Cn1nccc1C(=O)N1CCN(S(=O)(=O)c2ccc(Br)s2)CC1 returned CHOP UPR activ 0.3, TIM10 inh 0, tim10-1 inh 11, UPR XBP1 act -4, Mdm2 MdmX PPI 27, tim23-1 inh -7, Jurkat NFkB inh 6 and 697 NFkB inh 6.
Screening COCC(C)NCc1ccccc1C (centres undefined) returned CHOP UPR activ -2.6, TIM10 inh 9, tim10-1 inh 9, UPR XBP1 act 1, Mdm2 MdmX PPI 10, tim23-1 inh 11, Jurkat NFkB inh 13 and 697 NFkB inh 14.

Looked up one by one from above, three records:
O=C1CS/C(=N\N=C\c2ccco2)N1c1ccccc1 was read as CHOP UPR activ 1.7, TIM10 inh 3, tim10-1 inh 6, UPR XBP1 act 1, Mdm2 MdmX PPI 7, tim23-1 inh -7, Jurkat NFkB inh -19 and 697 NFkB inh 5.
Screening CSc1ncnc2c1cnn2-c1ccc(C)cc1C returned CHOP UPR activ 2.3, TIM10 inh -13, tim10-1 inh 4, UPR XBP1 act 0, Mdm2 MdmX PPI 3, tim23-1 inh 16, Jurkat NFkB inh -21 and 697 NFkB inh -17.
Screening CC(C)(C)c1ccc(-c2nc(C#N)c(NCCCn3ccnc3)o2)cc1 returned CHOP UPR activ 6.4, TIM10 inh 19, tim10-1 inh 17, UPR XBP1 act 2, Mdm2 MdmX PPI 29, tim23-1 inh 18, Jurkat NFkB inh 3 and 697 NFkB inh -32.
